Screening results deposited in PubChem BioAssay by several laboratories.
T cell modulator – T cell immune modulators affecting CD8 T cell-vesicle binding. calls only at 7 µM. 2C CD8+ T cell-vesicle binding, flow cytometry; active compounds read low. 330,000 tested, 0.068% active. AID 2052;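 active = response, share of CD8 T cells binding vesicles, and their 90th percentile fluorescence all below set limits, cut at about 80% in these data, passing the limit was not always enough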
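Material: 2C TCR transgenic mouse naive CD8+ T cells, MACS-purified. Also added: QL9-charged Drosophila Ld/ICAM-1/B7-1 vesicles. Timing: binding 1.5 h at 37 °C. Measured by: high-throughput flow cytometry with anti-B7-1 and anti-CD8 staining. Read-out: percent CD8+ FL2 mean versus row control. Controls: Unloaded micro-vesicles (low), QL9 vesicles with 0.7% DMSO (high).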
SV40 large T antigen – TAg ATPase/helicase activity blockers – biochemical (AID 1903). SV40 large T antigen ATPase/helicase inhibition assay; higher % means a stronger effect. one-dose inhibition, % at 20 µM; IC50 in µM for titrated hits. 310,000 tested, 0.39% active; in the data active = a potency from the dose series; inconclusive = inhibition mostly from about 32% at the one dose, without a potency; inactive = the rest, 99 in 100 with inhibition below about 32%; also: strong numbers were not always called active
West Nile virus CPE – West Nile virus antiviral activity, cell-based, CPE readout (AID 1621); West Nile virus-infected cells, CPE inhibition; higher % means a stronger effect; CPE inhibition, % at 10 µM; hits with a dose series show IC50 in µM; 290,000 tested, 0.02% active; in the data active = a potency from the dose series; inconclusive = CPE inhibition mostly from about 3.7% at the one dose, without a potency; inactive = the rest, 99 in 100 with CPE inhibition below about 2.2%; also: strong numbers were not always called active
WT yeast gro inh – growth inhibition of WT yeast, mitochondrial fusion screen. AID 1362. mitochondrial fusion phenotypic screen, WT strain. 190,000 tested, 2.1% active. inhibition, % at 10 µM; in the data active = inhibition above about 58%; tested in S. cerevisiae
bCat nuc transl – modulators of beta-catenin nuclear translocation | HeLa beta-catenin nuclear translocation, immunofluorescence imaging | nuclear translocation activity, % at 5 µM | 190,000 tested, 0.3% active | AID 1665;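 active = nuclear translocation activity above 50% at 5 µM, with a well cell count of 50 or more; inconclusive = wells under 50 cells across six images, flagged as toxic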;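 also: per-cell ratio of nuclear to cytoplasmic median beta-catenin stain intensity; plate controls were DMSO negative control for no effect and GSK-3 inhibitor IX positive control for full effect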
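System: HeLa cells, endogenous beta-catenin; compound dosing: 5 µM primary single dose, 0.1% DMSO, 0.02–20 µM confirmation series; incubation: 24 h compound exposure at 37°C, 5% CO2; signal: beta-catenin immunofluorescence imaging with DAPI; evaluation: % activation, nuclear-to-cytoplasmic median beta-catenin signal ratio per cell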
RSV CPE inhibition – RSV antiviral activity via CPE protection, HEp-2 cells, primary 10 µM value included (AID 2391); HEp-2 cells, RSV-induced CPE inhibition; higher % means a stronger effect; CPE inhibition, % at 10 µM, or IC50 in µM where a hit was titrated; 310,000 tested, 0.13% active; in the data active = a potency from the dose series; inconclusive = CPE inhibition mostly from about 23% at the one dose, without a potency; inactive = the rest, 99 in 100 with CPE inhibition below about 21%; also: strong numbers were not always called active
PhoP inhibition – inhibitors of PhoP regulon expression, primary screen, Salmonella Typhimurium, GFP reporter (AID 1863); S. Typhimurium PhoP-regulated promoter GFP reporter, 4 h; higher % means a stronger effect; inhibition, % at 50 µM, or IC50 in µM where a hit was titrated; 300,000 tested, 0.16% active;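 active = inhibition over 29.93%, a cutoff 3 SD above the screen mean, later confirmed by dose response; inconclusive = inhibition over 29.93% but no dose response follow-up; inactive = inhibition at most 29.93% or unconfirmed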;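 also: 0% = low Mg2+ inducing control and 100% = high Mg2+ repressing control; strong numbers were not always called active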
Myeloid diff MLP – promotes myeloid progenitor differentiation; ER-HoxA9 myeloid progenitors, lysozyme-GFP differentiation, flow cytometry; calls only at 10 µM; 360,000 tested, 1% active;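 active = normalized GFP-positive differentiation at or above the plate's own cutoff, the solvent-only control mean plus 3 SD; inconclusive = no clear call, values can overlap the other calls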;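 also: cells exposed to compound for four days before flow analysis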
Rac1 GTP hydrolysis – MgcRacGAP GTPase-activating activity inhibitors, confirmation, biochemical, ADP Hunter fluorescence | 340,000 tested, 0.6% active | one-dose inhibition, % at 30 µM; IC50 in µM for titrated hits | MgcRacGAP-stimulated Rac1 GTP hydrolysis, ADP Hunter fluorescence; higher % means a stronger effect; GST-tagged Rac1 F28L mutant substrate;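 active = first-screen hits whose inhibition reached a set limit at any dose in the follow-up dose series; inconclusive = inhibition above the set first-screen limit but never retested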;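 also: fluorescence reports GDP produced by GAP-driven GTP hydrolysis; strong numbers were not always called active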
WT yeast gro inh mutant strain – also measured in WT yeast gro inh; calls as there; inhibition, %; mitochondrial fusion phenotypic screen, mutant strain inhibition
bCat nuc transl cell count 5 µM – second read-out of bCat nuc transl, no call of its own (marks repeat the call); cell count; measured here: cell count, cytotoxicity flag
T cell modulator vesicle-bound % – second read-out of T cell modulator, no call of its own (marks repeat the call); double positive events, %; measured here: CD8+ vesicle-bound cell fraction;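 binding gate set so that unloaded-vesicle control wells show 10% double positive cells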
Myeloid diff MLP GFP+ MAC1+ % – also measured in Myeloid diff MLP; calls as there; GFP+ MAC1+ double positive, %; measured here: differentiation confirmed by MAC1 staining
Numbers without * were called inactive; i = inactive; ? = inconclusive; / = not tested or not shown; + = active, no number.

entry	smiles	T cell modulator	T cell modulator vesicle-bound %	SV40 large T antigen	West Nile virus CPE	WT yeast gro inh	WT yeast gro inh mutant strain	bCat nuc transl	bCat nuc transl cell count 5 µM	RSV CPE inhibition	PhoP inhibition	Myeloid diff MLP	Myeloid diff MLP GFP+ MAC1+ %	Rac1 GTP hydrolysis
1	C=CCN=C1CCCc2c1[nH]c1ccc(C)cc21	i	29.1	9.2%	0.4%	3.3	-0.2	1.5	774	-3.5%	0.8%	i	0.2	7.7%
2	CCc1cccc(NC(=O)CCCn2nc(CC)n3c(cc4occc43)c2=O)c1	i	31.0	11.4%	-1.7%	/	/	/	/	10.5%	-2.7%	i	0.5	5.8%
3	CCOc1ccccc1N1CCN(C(=O)CCCN2C(=O)c3cccc4cccc(c34)C2=O)CC1	i	25.7	-3.4%	-0.8%	25.8	9.8	-1.8	1026	19.3%	6.6%	i	0.6	-0.3%
4	CCc1ccc(NC2=NCC(=O)N2Cc2ccc3c(c2)OCO3)cc1	i	61.7	6.3%	-1.2%	11.1	11.5	-3.5	1247	0.8%	-4.3%	i	0.5	-9.9%
5	CCCCCOC(=O)Cn1c(N2CCOCC2)nc2c1c(=O)[nH]c(=O)n2C	i	8.9	-1.6%	0.3%	0.1	9.8	-5.2	836	-0.6%	5.4%	i	0.8	-5.1%
6	COC(=O)CCC(=O)OC1(C)C(=O)C=C2C=C(C3CC3)N(c3ccc(CO)cc3)C=C2C1=O (centres undefined)	i	40.9	16.5%	-0.2%	/	/	/	/	1.9%	/	/	/	/
7	Cc1cccc(NC(=O)COn2nnc3ccc(S(C)(=O)=O)cc32)c1	i	38.2	22.3%	-0.9%	-2.3	10.5	-1.9	1140	0.6%	7.2%	i	0.4	5.1%
8	Cc1noc(NS(=O)(=O)c2ccc(NC(=O)c3ccc(OC(C)C)cc3)cc2)c1C	i	67.9	8.1%	-0.5%	5.3	5.6	3.0	867	1.2%	6.9%	i	0.1	1.7%
9	c1cn(CCCNc2ncnc3nc[nH]c23)cn1	i	43.1	5.8%	0.3%	17.3	8.4	0.5	1054	0.5%	9.8%	i	3.0	8.2%
10	COCCN(C(=O)COC(=O)CCC(=O)c1ccc(C)cc1)c1c(N)n(Cc2ccccc2)c(=O)[nH]c1=O	i	53.6	-5.2%	0.2%	/	/	/	/	0.8%	9.4%	i	2.6	4.7%
11	O=C(CCS(=O)(=O)c1ccccc1)Nc1nc(-c2ccc(F)cc2)cs1	i	29.1	13.1%	0.1%	/	/	1.3	1373	1.9%	0.7%	+	0.6*	6.4%
12	COc1ccc(CCNC(=O)CSc2nc3ccccc3c3nc(CCN4CCCCC4)nn23)cc1OC	i	32.5	10.3%	-0.9%	-0.6	-1.9	-0.7	1071	-1.7%	-6.2%	i	0.2	8.5%
13	Cc1ccc(NC(=O)C(=O)NNC(=O)c2ccccc2C)cc1Cl	i	46.8	8.6%	/	9.7	-5.9	-1.1	1442	2.5%	-3.2%	i	0.6	6.1%
14	Cc1cc(C)n(-c2ccc(NC(=O)C3CCN(Cc4cc(C)c(C)o4)CC3)cc2)n1	i	64.6	23.1%	-0.7%	/	/	/	/	0.4%	2.1%	i	0.8	8.8%
15	O=C1Nc2ccccc2Nc2ccccc21	i	63.8	0.3%	0.4%	/	/	/	/	-0.4%	-3.8%	i	0.2	/
16	O=C(Nc1ccc2oc(-c3ccccc3F)nc2c1)c1ccco1	i	55.0	7.6%	0.5%	4.6	29.0	-3.8	1181	?	-3.2%	i	0.7	9.7%
17	Cn1c(=O)c2c(nc(NCc3ccco3)n2CC(O)COc2ccccc2)n(C)c1=O (centres undefined)	i	48.8	3.4%	/	10.0	19.1	-3.8	931	2.1%	-19.6%	i	1.0	-3.5%
18	CC1(C)Oc2cc3oc(-c4cc(O)cc(O)c4)cc3cc2CC1O (centres undefined)	i	10.0	16.8%	0.2%	/	/	/	/	-0.5%	-5.2%	i	4.2	10.9%
19	COc1ccc(CCNC(=O)C(=O)NCC2CCCN2S(=O)(=O)c2cccs2)cc1 (centres undefined)	i	37.2	14.4%	/	/	/	/	/	2.7%	-5.0%	i	0.8	-2.4%
20	CC(=O)Nc1nnc(C2=COCCO2)o1	i	35.0	12.4%	0.3%	-1.9	-6.4	-1.4	1087	0.3%	-1.8%	i	0.4	6.5%
21	Cc1ccc(-c2nnn(CC(=O)N(Cc3cccs3)C(C(=O)NC(C)(C)C)c3ccco3)n2)o1 (centres undefined)	i	17.6	6.4%	-0.5%	5.1	1.9	1.5	916	2.7%	-2.7%	i	2.5	7.3%
22	CCCOc1ccc(NC(=O)c2cc3cc(C)ccc3[nH]2)cc1	i	61.1	9.0%	-0.1%	/	/	/	/	-0.3%	-6.7%	i	0.7	2.4%
23	COc1ccc(/C=N/Nc2nc(-c3cccnc3)nc3ccccc23)cc1OC	i	35.1	-7.0%	1.2%	/	/	0.0	1340	/	-8.5%	i	0.0	9.2%
24	COC(=O)c1ccccc1Oc1ccc(NC(=O)c2ccco2)cc1	i	17.9	23.2%	-0.8%	/	/	/	/	2.1%	-1.0%	i	0.6	9.3%
25	O=c1c2ccccc2nnn1CSc1nc2ccccc2c(=O)n1Cc1ccco1	i	44.6	/	1.4%	/	/	-2.6	848	9.6%	/	i	0.4	-1.5%
26	Cc1ccc(/C=C2/SC(=S)N(CC(=O)Nc3ncc(Cc4ccc(C)cc4)s3)C2=O)cc1	i	54.9	26.2%	0.1%	-4.7	-4.4	/	/	1.4%	-9.2%	i	1.7	6.1%
27	Cc1nnc(NC(=O)CSc2nc(C(C)C)nc3ccccc23)s1	i	38.2	6.9%	1.0%	-7.3	18.1	30.0	776	-0.7%	-16.3%	i	6.6	6.5%
28	CN1CCN(S(=O)(=O)c2ccc(=O)[nH]c2)CC1	i	38.7	7.2%	-0.1%	18.2	23.1	/	/	-0.5%	-2.2%	i	4.8	5.2%
29	CC(O)Cn1cnc2c1c(=O)n(C)c(=O)n2C (centres undefined)	i	30.0	6.8%	0.6%	-10.5	-12.8	/	/	-1.8%	-1.2%	i	1.4	2.6%
30	COc1ccc(S(=O)(=O)N(C)CC(=O)Nc2c(F)cccc2F)cc1	i	29.4	0.7%	0.3%	1.3	-3.3	2.8	1044	3.2%	2.1%	i	17.3	-0.8%
31	COc1cc(/C=C2/SC(=S)N(CC(=O)Nc3cccnc3)C2=O)cc(OC)c1OC	i	4.3	-0.1%	0.2%	-3.7	4.6	-1.0	1104	1.7%	32.4%	i	1.4	9.1%
32	Cc1nc2ccccc2n1CCCOc1ccccc1	i	7.2	10.7%	-0.4%	-4.5	-1.1	-1.1	569	-0.4%	5.1%	i	1.5	2.1%
33	Cc1ccc(-n2c(C)cc(/C=N/Nc3ccc([N+](=O)[O-])cn3)c2C)c(C)c1	i	24.0	8.6%	0.7%	19.5	7.0	-2.7	844	2.8%	23.3%	i	0.7	13.0%
34	O=C(Nc1ccsc1C(=O)O)c1ccccc1Cl	i	23.7	-5.0%	0.3%	/	/	/	/	1.7%	10.8%	i	1.1	5.8%
35	Cc1ccc(C)c(S(=O)(=O)Nc2nc(C)c(C(=O)Nc3ccccc3)s2)c1	i	43.2	12.2%	-0.2%	3.0	7.5	-1.7	1113	5.3%	-0.2%	i	0.9	1.4%
36	CC1C(=O)N(Cc2ccccc2)c2ccccc2N1C(=O)c1ccccc1 (centres undefined)	i	51.5	7.5%	-0.7%	/	/	/	/	6.2%	6.5%	i	0.8	-7.2%
37	Cc1ccc(/C(O)=C2\C(=O)C(=O)N(C)C2c2ccc(Br)cc2)cc1 (centres undefined)	i	27.3	13.5%	-0.3%	/	/	/	/	1.8%	-3.8%	i	0.4	-1.4%
38	Cc1ccc(NS(=O)(=O)c2ccc(-c3csc(C)n3)s2)c(C)c1	i	38.9	9.6%	-0.3%	/	/	0.5	1310	/	-1.0%	i	1.0	12.9%
39	COc1ccccc1NC(=S)NC1CCC(CC2CCC(NC(=S)Nc3ccccc3OC)CC2)CC1 (centres undefined)	i	17.8	8.2%	-1.6%	6.2	5.0	3.8	1027	12.4%	9.8%	+	4.0*	4.2%
40	CCC(C)Nc1nc2c(c(=O)n(C)c(=O)n2C)n1Cc1ccc(Cl)cc1 (centres undefined)	i	52.4	/	-0.6%	16.7	-0.1	-0.4	1192	5.8%	1.2%	i	1.3	-0.6%
41	CC1(C(=O)NC2CCCCCCC2)CC1(Cl)Cl (centres undefined)	i	26.6	0.7%	-0.6%	17.2	0.4	-0.9	1363	0.3%	-10.9%	i	0.5	3.3%
